Assay outcomes as filed in PubChem BioAssay.
USP2a inh – inhibitors of human ubiquitin-specific protease USP2a; O75604; 0.01% of 330,000 active; USP2 core, Ub-CHOP2 coupled fluorogenic reporter, 485/531; Potency, µM (top dose mostly 38.3 µM), for the others: top-dose activity change, negative = inhibition, actives largely listed as inhibitors;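 further: potency means the concentration at half of the fitted maximal effect; plate controls were DMSO wells for no effect and full inhibition by NEM control for full effect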
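USP2 core (10nM final) preincubated 30min RT with compound in 20mM Tris-HCl pH 8.0, 2mM CaCl2, 2mM beta-mercaptoethanol, 0.05% CHAPS; 25nM Ub-CHOP2 plus 25nM reporter substrate added, fluorescence (Ex485/Em531) read after 60min.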
KCNH2 3.1 inh – inhibitors of human KCNH2 3.1 potassium channel isoform; U2OS KCNH2 3.1, thallium flux FluxOr; hits give low values; activity change, % (tested at about 1.8 µM); 0.95% of 340,000 active;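 active means maximum activity change below -70%; inconclusive means maximum activity change from -70% to -50%; inactive means maximum activity change above -50%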;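 further: thallium influx rate constant from kinetic fluorescence after stimulation buffer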
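Virally transduced U2OS (3.1 isoform, 4 h infection in dark at RT) → overnight 37 C → FluxOr + Red40 in HBSS/HEPES, 45 min → stimulation buffer, 2 min kinetic read → rate constant vs DMSO controls.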
hERG WT inh – blocks the wildtype human KCNH2 potassium channel; activity change, % at 1.84 µM; 0.37% of 340,000 active; Q12809; U2OS, BacMam KCNH2, thallium flux FluxOr; hits give low values;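 active means maximum activity change below -70%; inconclusive means maximum activity change between -70% and -50%; inactive means maximum activity change above -50%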
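U2OS cells were transduced with wild-type KCNH2 virus (2.03 x 10^8 / mL) for 4 h at room temperature, then cultured overnight at 37 C. Thallium flux was read with FluxOr dye. Rate constants were normalized to DMSO controls.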
Giardia killer – Giardia lamblia killing; Giardia lamblia trophozoite viability; activity change, % at 7.66 µM, hits read low; 0.15% of 340,000 active; AID 540267; in the data active means activity change below about -80%; inconclusive means between about -30% and that limit;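 further: parasites exposed to compound for two days anaerobically before the ATP read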
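Compounds were tested on trophozoites seeded at 100 cells/well and held 48 hrs at 37 deg C anaerobically. An ATP-based luminescent kit measured the remaining live cells.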
BCR signal inh – chronic active BCR signaling inhibition. ABC-DLBCL IkBa-CBG/CBR reporter, luminescence ratio, 4 h. Potency, µM (series often up to 46.1 µM), without a hit: at the highest dose ratio change, negative = lower green/red ratio, usual class: inhibitors. 0.05% of 340,000 active. AID 493014; active means well fitted inhibition curve with a large enough effect in the signal ratio, with a control signal flat, not every such curve was filed as active; inconclusive means small, poorly fitted or top-dose-only effect, or effect the other way, or a change in a side signal; the % refers to the signal ratio;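 further: potency means the concentration at half of the fitted maximal effect; plate controls were basal doxycycline-induced cells for no effect and cells given 10 µM MG132 for full effect; MG132 reads +100%, hits lower the ratio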
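Compounds up to 46 uM were incubated four hours with TMD8 cells whose green CBG68 luciferase is fused to IkappaBalpha; red CBR luminescence normalised the signal, and concentration-effect curves were fitted to fusion, red and ratio data.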
FBPA coupling cs – coupling enzyme interference in Giardia aldolase counter-screen; 0.67% of 290,000 active; activity change, negative = inhibition, % at 58.2 µM, hits read low; coupling enzyme system counterscreen, AmpLite Red fluorescence; in the data active means activity change below about -30%
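Fluorescence at 525 nm excitation and 598 nm emission measured inhibition of the coupled detection system without aldolase. Compounds (at 57.5 uM final) were preincubated 10 min at room temperature with coupling enzyme reagent before a 20 min substrate/AmpLite Red step.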
uPA generation – inhibitors of cell surface uPA generation. cell surface uPA generation assay, qHTS. Potency, µM (top dose mostly 38.3 µM), for inactives: at the highest dose activity change, negative = inhibition, usual class: inhibitors. 0.31% of 330,000 active; active means well fitted inhibition curve with a large enough effect; inconclusive means small, poorly fitted or top-dose-only effect; inactive means no such curve, though single readings can be large or run the other way; tested in mouse RAW 264.7 cells; further: potency means the concentration at half of the fitted maximal effect; nearly all actives have a fitted effect of over 55% in size
Eya2 phos inh – inhibitors of human Eya2 phosphatase activity; O00167; recombinant Eya2, OMFP fluorescence dephosphorylation (OMFP is methylfluorescein phosphate); Potency, µM (top dose mostly 76.9 µM), without a hit: at the top dose activity, negative = inhibition, hits mostly inhibitors; 0.006% of 330,000 active; further: potency means the concentration at half of the fitted maximal effect
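Eya2 (0.2 uM) preincubated 10 min at ambient with compound, then OMFP substrate added at 50 uM; 10 min reaction in 50 mM HEPES pH 7.5, 50 mM NaCl, 5 uM MgCl2, 0.05% BSA, 1 mM DTT. Fluorescence read at Ex 485/Em 525 nm.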
B2AR arrestin – recruits beta-arrestin to the human beta2-adrenergic receptor; P07550; beta-arrestin recruitment to beta2AR, cell-based reporter; Potency, µM (top dose mostly 46.1 µM), inactives show at the top dose activation, hits mostly activators; 0.02% of 330,000 active; AID 492947;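 further: potency means the concentration at half of the fitted maximal effect; 0% = DMSO controls and full agonism = EC100 isoproterenol or metaproterenol; nearly all actives have a fitted effect of over 65% in size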
GALK inhibitor – blocks human galactokinase activity; 0.007% of 270,000 active; Purified GALK, Kinase-Glo residual ATP luminescence; P51570; Potency, µM (titrated, usually from 57.5 µM), for the others: at the highest dose activity change, negative = inhibition, hits mostly inhibitors; further: potency means the concentration at half of the fitted maximal effect
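The enzyme phosphorylates galactose (100 uM) using ATP (35 uM); inhibition is detected as higher residual ATP, quantified by bioluminescence after 1 h reaction at room temperature, pH 8.0.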
PKM2 act – activators of human pyruvate kinase M2; purified PKM2, Kinase-Glo ATP luminescence, activation; response scale: 0% is enzyme alone, no compound; Potency, µM (top dose mostly 57.5 µM), without a hit: at the highest dose activation, actives largely listed as activators; P14618; 0.34% of 260,000 active; further: potency means the concentration at half of the fitted maximal effect; nearly all actives have a fitted effect of over 55% in size
Target sequence (P14618 whole entry, looked up): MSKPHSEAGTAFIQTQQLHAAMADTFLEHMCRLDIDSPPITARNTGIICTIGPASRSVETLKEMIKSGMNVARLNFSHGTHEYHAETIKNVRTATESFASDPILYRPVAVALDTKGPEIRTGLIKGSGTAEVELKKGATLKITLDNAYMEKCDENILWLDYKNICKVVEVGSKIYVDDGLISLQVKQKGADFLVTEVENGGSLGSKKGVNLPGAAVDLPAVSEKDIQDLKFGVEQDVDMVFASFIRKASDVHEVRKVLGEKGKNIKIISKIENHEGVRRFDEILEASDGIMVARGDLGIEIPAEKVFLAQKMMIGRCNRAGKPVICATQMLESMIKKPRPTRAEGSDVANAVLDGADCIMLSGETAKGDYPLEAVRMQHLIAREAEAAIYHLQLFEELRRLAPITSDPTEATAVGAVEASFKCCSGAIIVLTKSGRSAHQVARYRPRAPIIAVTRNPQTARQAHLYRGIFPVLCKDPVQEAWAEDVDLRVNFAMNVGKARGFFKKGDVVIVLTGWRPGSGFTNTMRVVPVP
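Kinase-Glo luminescence reports ATP generated from ADP (0.1 mM) and PEP (0.5 mM) by purified hPK-M2 after 1 h at room temperature, pH 7.2 imidazole buffer; intermediate enzyme activity allows detecting inhibitors and activators.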
The depositor's hits bear a star; ? = inconclusive; nt = not tested or not shown; [ ] = another dose, or the depositor's remark. Unless noted, the call rests on the fitted dose curve; in most records, active means well fitted curve in the direction sought with a large enough effect; inconclusive means small, poorly fitted or top-dose-only effect, or another doubt; inactive means no such curve, though single readings can be large; an effect the other way counts as inactive or inconclusive. Unless noted, on the % scale 0 is the no-effect control and ±100 the full control effect.

SMILES | USP2a inh | KCNH2 3.1 inh | hERG WT inh | Giardia killer | BCR signal inh | FBPA coupling cs | uPA generation | Eya2 phos inh | B2AR arrestin | GALK inhibitor | PKM2 act
CCOC(=O)N1CCN(C(=O)CN(C2CCCCC2)S(=O)(=O)c2c(C)cc(C)cc2C)CC1 | 1% | 0 | 0 | -10 | -9% | -1 | 2% | -22% | 0.0% | 1% | 7%
Cc1[nH]c(C)c(S(=O)(=O)N2CCN(c3cccc(C(F)(F)F)c3)CC2)c1C(=O)N1CCCC1 | 3% | -34 | 19 | -10 | -1% | nt | -12% | 6% | -0.3% | 1% | nt
Cc1nc(N2CCOCC2)nc(N2CCCCC2C)c1[N+](=O)[O-] (configuration not stated) | -7% | 12 | 1 | 0 | 7% | 3 | 6% | 13% | -0.5% | 3% | -19%
CCC(NS(=O)(=O)c1ccc2c(c1)Cc1cc(S(=O)(=O)NC(CC)C(=O)O)ccc1-2)C(=O)O (configuration not stated) | 0% | -3 | -9 | 14 | 3% | 15 | -4% | 11% | -0.3% | 5% | -3%[11.5 µM]
O=S(=O)(Cc1ccccc1)NCC1CCCO1 (configuration not stated) | 1% | 2 | -9 | 20 | 9% | 0 | nt | 7%[15.4 µM] | -0.1% | 2% | 1%
Cc1ccc(S(=O)(=O)NC2=C(N3CCN(Cc4ccccc4)CC3)C(=O)c3ccccc3C2=O)cc1 | -2% | 8 | 61 | -5 | ? | -34* | -6% | -3% | 0.4% | 2% | 2%
O=C(CN1C(=O)COc2ccc(Cl)cc21)Nc1ccccn1 | -1% | 0 | -12 | -5 | 2% | 1 | 2% | -12% | -1.8% | 1% | 5%
Cc1cc(OCC(=O)NCCc2ccc(S(N)(=O)=O)cc2)c2c(C)c(C)c(=O)oc2c1 | 1% | 11 | -3 | 14 | 3% | nt | 2% | -6% | 0.0% | -3% | nt
COc1ccc(-n2nc3c(c2NC(=O)C(C)Oc2ccccc2)CS(=O)C3)cc1 (configuration not stated) | 0% | 7 | 0 | 10 | -1% | nt | -8% | 0% | 0.4% | -7% | 3%
COC(=O)NC1CCC(NC(=O)OC)CC1 (configuration not stated) | -2% | 4 | 3 | 3 | -2% | -3 | 5% | -5% | -0.6% | 0% | 0%
Cc1cccc(NC(=O)CSc2nnc(-c3ccncc3)n2CC2CCCO2)c1 (configuration not stated) | 2% | 2 | -17 | -9 | -2% | -1 | -1% | 2% | 0.0% | 8% | 5%
Cc1cc(C)c(C)c(S(=O)(=O)N2CCC(C(=O)Nc3ccncc3)CC2)c1C | 3% | -19 | -3 | 5 | -7% | nt | 2% | -7% | -0.8% | -7% | 5%

3 of the entries above in order of the PKM2 act value, low to high:
Compound,PKM2 act
COc1ccc(-n2nc3c(c2NC(=O)C(C)Oc2ccccc2)CS(=O)C3)cc1 (configuration not stated),3%
Cc1cc(C)c(C)c(S(=O)(=O)N2CCC(C(=O)Nc3ccncc3)CC2)c1C,5%
CCOC(=O)N1CCN(C(=O)CN(C2CCCCC2)S(=O)(=O)c2c(C)cc(C)cc2C)CC1,7%

More results
SMILES | USP2a inh | KCNH2 3.1 inh | hERG WT inh | Giardia killer | BCR signal inh | FBPA coupling cs | uPA generation | Eya2 phos inh | B2AR arrestin | GALK inhibitor | PKM2 act
CC(=O)/C(=N\Nc1ccc(Cl)cc1Cl)Sc1cccc2cccnc12 | -6% | -15 | -20 | -4 | ? | 1 | 12% | -4% | ? | 1% | 13%
Cc1cc2oc(C(=O)Nc3nonc3C)c(C)c2cc1Cl | 1% | -4 | 4 | -14 | 0% | nt | -8% | 1% | -0.5% | -1% | nt
CC(C)N1CCN(Cc2cccc3nonc23)CC1CCO (configuration not stated) | 2% | -18 | 2 | -3 | 0% | 2 | -3% | -16% | 0.0% | -7% | -4%
O=C(OC1CCOC1=O)c1ccc(S(=O)(=O)N2CCCCCC2)cc1 (configuration not stated) | 2% | -7 | 0 | 6 | 3% | 5 | 2% | -16% | -0.2% | 1% | -5%
C/C(=N\NC(=O)C1CC1c1ccccc1)c1cccs1 (configuration not stated) | 2% | 5 | -15 | -1 | 4% | -1 | nt | -16% | -0.6% | -1% | -1%
CCCN(CC(=O)Nc1ccccc1OC)C(=O)c1ccc(COc2ccccc2)o1 | 4% | -8 | 2 | -20 | ? | nt | -13% | 15% | 0.3% | nt | nt
CCN(CC(=O)NCC(=O)Nc1cccc(C)c1C)Cc1ccccc1 | -1% | -11 | 23 | 20 | -1% | 1 | 4% | 3% | -0.1% | 0% | -2%
Cc1n[nH]c(=S)n1/N=C/c1c(O)ccc2ccccc12 | -6% | 36 | 4 | 5 | -14% | 0 | 3% | -6% | 0.0% | 4% | 5%
O=C(CNC(=O)c1ccc(Cl)c([N+](=O)[O-])c1)NCC1CCCO1 (configuration not stated) | 0% | -7 | -1 | ? | 2% | -1 | -2% | -2% | -0.2% | -3% | nt

Looked up one by one from the entries so far:
SMILES | USP2a inh | KCNH2 3.1 inh | hERG WT inh | Giardia killer | BCR signal inh | FBPA coupling cs | uPA generation | Eya2 phos inh | B2AR arrestin | GALK inhibitor | PKM2 act
CCCN(CC(=O)Nc1ccccc1OC)C(=O)c1ccc(COc2ccccc2)o1 | 4% | -8 | 2 | -20 | ? | nt | -13% | 15% | 0.3% | nt | nt
O=C(CNC(=O)c1ccc(Cl)c([N+](=O)[O-])c1)NCC1CCCO1 (configuration not stated) | 0% | -7 | -1 | ? | 2% | -1 | -2% | -2% | -0.2% | -3% | nt

Copied from the list:
Entry for Cc1n[nH]c(=S)n1/N=C/c1c(O)ccc2ccccc12 under BCR signal inh: -14%
Entry for Cc1cc2oc(C(=O)Nc3nonc3C)c(C)c2cc1Cl under uPA generation: -8%
Entry for CC(C)N1CCN(Cc2cccc3nonc23)CC1CCO (configuration not stated) under BCR signal inh: 0%
Entry for O=C(OC1CCOC1=O)c1ccc(S(=O)(=O)N2CCCCCC2)cc1 (configuration not stated) under PKM2 act: -5%
Entry for CCCN(CC(=O)Nc1ccccc1OC)C(=O)c1ccc(COc2ccccc2)o1 under KCNH2 3.1 inh: -8
